# Screening results (PubChem BioAssay)
# NSD2 inh: blocks human NSD2 histone methyltransferase activity; inhibition, % at 12.5 µM; 44,000 compounds, 0.07% hits; NSD2-SET H3K36me1 DELFIA fluorescence, biochemical; in the data active = inhibition above about 54%, passing the limit was not always enough;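 also: inhibitors reduce the monomethyl H3K36 fluorescence signal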
# The depositor's hits bear a star. Only part of the results is shown; the hit share may differ from the screen's.
SMILES,NSD2 inh
COc1ccc(CN(C)C[C@H]2Oc3ccc(NS(=O)(=O)c4ccccc4)cc3CC(=O)N([C@@H](C)CO)C[C@@H]2C)cc1,-3
C=CCNC(=O)[C@H]1[C@@H]2C(=O)O[C@@H](c3ccccc3)[C@@H](c3ccccc3)N2[C@@H](c2ccc(OCCO)cc2)[C@]12C(=O)N(C(=O)OCCOC)c1ccc(C#CCC(C(=O)OC)C(=O)OC)cc12,4
COc1ccc(NC(=O)Nc2ccc3c(c2)C(=O)N([C@H](C)CO)C[C@H](C)[C@H](CN(C)S(=O)(=O)c2c(C)noc2C)OCCCC[C@@H](C)O3)cc1,-5
C[C@H]1CN([C@@H](C)CO)S(=O)(=O)c2ccc(-c3cccc(F)c3)cc2O[C@H]1CN(C)C(=O)c1cccc(F)c1,1
CC(C)(C)OC(=O)NC1(/C=N/NC(=O)CCCCC(=O)NO)CCCC1,-2
C[C@@H]1CCCCO[C@H](CN(C)Cc2ccncc2)[C@@H](C)CN([C@H](C)CO)C(=O)c2cc(NC(=O)c3ccncc3)ccc2O1,8
C[C@H](CO)N1C[C@H](C)[C@@H](CN(C)Cc2ccc(-c3ccccc3)cc2)Oc2ccc(NC(=O)Cn3cnnn3)cc2CC1=O,3
C[C@@H]1CN([C@H](C)CO)S(=O)(=O)c2ccc(-c3cncnc3)cc2O[C@@H]1CN(C)C,-1
C[C@H](CO)N1C[C@H](C)[C@@H](CN(C)S(=O)(=O)c2cccs2)Oc2c(NC(=O)Nc3ccc4c(c3)OCO4)cccc2C1=O,-1
C[C@H](CO)N1C[C@H](C)[C@@H](CN(C)C(=O)Nc2cccc3ccccc23)OCCCC[C@H](C)Oc2ccc(NC(=O)C3CCCCC3)cc2C1=O,-4
COc1cc(O)c2c(c1C)C(C)C(O)(CO)OC2=O (stereo not drawn),-4
CC(=O)n1cc([C@@H]2C=C(C(=O)Nc3ccccc3)O[C@H](OCCCCO)C2)c2ccccc21,-5
C[C@H](CO)N1C[C@H](C)[C@@H](CN(C)S(=O)(=O)c2ccc(Cl)cc2)Oc2ccc(NC(=O)Nc3ccc4c(c3)OCO4)cc2C1=O,-4
C[C@H]1CN([C@@H](C)CO)C(=O)c2ccccc2-c2ccccc2CO[C@@H]1CN(C)C(=O)Nc1ccccc1C(F)(F)F,-2
C[C@@H]1CCCCO[C@H](CN(C)C(=O)Nc2cccc3ccccc23)[C@H](C)CN([C@@H](C)CO)C(=O)c2cc(NC(=O)NC3CCCCC3)ccc2O1,0
C[C@@H]1CN([C@H](C)CO)C(=O)c2cc(NS(=O)(=O)c3ccccc3)ccc2O[C@@H]1CN(C)Cc1ccc(C(=O)O)cc1,-4
COc1ccc(NC(=O)N(C)C[C@@H]2Oc3ccc(NC(=O)Cc4cn(C)c5ccccc45)cc3CC(=O)N([C@@H](C)CO)C[C@H]2C)cc1,-6
COCC(=O)N(C)C[C@H]1Oc2cc(-c3ccncc3)ccc2S(=O)(=O)N([C@H](C)CO)C[C@H]1C,-2
Cc1ccccc1-c1cnc2c(c1)C(=O)N([C@@H](C)CO)C[C@@H](C)[C@@H](CN(C)Cc1cccnc1)O2,-6
C[C@@H]1CN([C@H](C)CO)C(=O)Cc2cc(NS(C)(=O)=O)ccc2O[C@@H]1CN(C)Cc1ccc(-c2ccccc2)cc1,-3
C=CCN1C(=O)[C@@]2(O[C@@H](CCn3cc([C@H](O)c4ccccc4)nn3)[C@H]([Si](C)(C)c3ccc(OC)cc3)[C@H]2C)c2cc(N3CCOC3=O)ccc21,-3
C[C@@H]1CN([C@H](C)CO)C(=O)Cc2cc(NS(C)(=O)=O)ccc2O[C@H]1CN(C)CC1CCCCC1,-2
C[C@@H]1CN([C@H](C)CO)S(=O)(=O)c2ccc(C#Cc3ccc(F)cc3)cc2O[C@@H]1CN(C)S(C)(=O)=O,-2
C[C@@H]1CN([C@@H](C)CO)C(=O)c2cc(Br)cnc2O[C@H]1CN(C)S(=O)(=O)c1ccc(F)cc1,10
COc1ccccc1CN(C)C[C@@H]1OCc2cnnn2CCCC(=O)N([C@@H](C)CO)C[C@H]1C,0

# Compounds listed so far with an aryl methoxy group (6):
SMILES,NSD2 inh
COc1ccc(CN(C)C[C@H]2Oc3ccc(NS(=O)(=O)c4ccccc4)cc3CC(=O)N([C@@H](C)CO)C[C@@H]2C)cc1,-3
COc1ccc(NC(=O)Nc2ccc3c(c2)C(=O)N([C@H](C)CO)C[C@H](C)[C@H](CN(C)S(=O)(=O)c2c(C)noc2C)OCCCC[C@@H](C)O3)cc1,-5
COc1cc(O)c2c(c1C)C(C)C(O)(CO)OC2=O (stereo not drawn),-4
COc1ccc(NC(=O)N(C)C[C@@H]2Oc3ccc(NC(=O)Cc4cn(C)c5ccccc45)cc3CC(=O)N([C@@H](C)CO)C[C@H]2C)cc1,-6
C=CCN1C(=O)[C@@]2(O[C@@H](CCn3cc([C@H](O)c4ccccc4)nn3)[C@H]([Si](C)(C)c3ccc(OC)cc3)[C@H]2C)c2cc(N3CCOC3=O)ccc21,-3
COc1ccccc1CN(C)C[C@@H]1OCc2cnnn2CCCC(=O)N([C@@H](C)CO)C[C@H]1C,0

# The results go on.
SMILES,NSD2 inh
O=C(C[C@H]1CC[C@H](NC(=O)C2CC2)[C@H](CO)O1)Nc1ccccc1,0
COc1c(OC)c(O)c2c(=O)cc(-c3ccc(O)cc3)oc2c1OC,-3
COc1ccc(C#Cc2ccc3c(c2)O[C@H](CN(C)S(=O)(=O)c2ccccc2F)[C@@H](C)CN([C@@H](C)CO)S3(=O)=O)cc1,3
CCCN(C)C[C@H]1Oc2cc(C#C[C@@H](C)O)ccc2S(=O)(=O)N([C@H](C)CO)C[C@H]1C,-2
C[C@H]1CN([C@@H](C)CO)S(=O)(=O)c2ccc(-c3ccc(F)cc3)cc2O[C@@H]1CN(C)Cc1ccccc1C(=O)O,-13
COc1ccc(S(=O)(=O)Nc2ccc3c(c2)CC(=O)N([C@@H](C)CO)C[C@@H](C)[C@H](CN(C)Cc2ccncc2)O3)cc1,0
CC(C)NC(=O)Nc1ccc2c(c1)C(=O)N([C@@H](C)CO)C[C@H](C)[C@H](CN(C)C(=O)Nc1cccc3ccccc13)O2,-1
C[C@H](CO)N1C[C@H](C)[C@@H](CN(C)C(=O)Nc2ccc(F)cc2)Oc2ncc(C3=CCCCC3)cc2C1=O,4
CCCNC(=O)N(C)C[C@@H]1Oc2cc(-c3ccc(C)cc3)ccc2S(=O)(=O)N([C@H](C)CO)C[C@H]1C,0
COc1ccc(NC(=O)Nc2ccc3c(c2)C(=O)N([C@H](C)CO)C[C@H](C)[C@H](CN(C)S(=O)(=O)c2ccc(Cl)cc2)O3)cc1,-1
C[C@H](CO)N1C[C@H](C)[C@H](CN(C)C(=O)NC2CCCCC2)Oc2ccc(NC(=O)CCCCCC(=O)Nc3ccccc3N)cc2C1=O,1
CN1CCN(C(=O)C[C@H]2CC[C@H](NC(=O)c3ccc4c(c3)OCO4)[C@H](CO)O2)CC1,15
C[C@H]1CN([C@@H](C)CO)C(=O)c2cccc(N(C)C)c2O[C@@H]1CN(C)Cc1ccc(C(F)(F)F)cc1,-2
Cc1noc(C)c1NC(=O)Nc1ccc2c(c1)C(=O)N([C@@H](C)CO)C[C@@H](C)[C@@H](CN(C)Cc1ccncc1)OCCCC[C@H](C)O2,8
C[C@@H]1CN([C@H](C)CO)C(=O)Cc2cc(NC(=O)Cc3cn(C)c4ccccc34)ccc2O[C@@H]1CN(C)CC1CCCCC1,-4
CC(C)CC#Cc1ccc2c(c1)O[C@H](CN(C)C(=O)c1ccccn1)[C@H](C)CN([C@H](C)CO)S2(=O)=O,-10
CNC[C@@H]1Oc2ncc(C#Cc3ccccc3F)cc2C(=O)N([C@H](C)CO)C[C@@H]1C,6
C=CCn1c(-c2ccccc2)nn(CCC#N)c1=S,0
C[C@H]1CN([C@@H](C)CO)C(=O)c2cccc(NC(=O)C3CCCCC3)c2O[C@@H]1CN(C)Cc1ccncc1,4
COc1ccc(CNC(=O)C[C@@H]2C[C@@H]3c4cc(NC(=O)CC5CC5)ccc4O[C@@H]3[C@@H](CO)O2)cc1,-2
C[C@H](CO)N1C[C@H](C)[C@@H](CN(C)C(=O)c2ccccn2)Oc2ncc(-c3ccc(F)cc3)cc2C1=O,1
C[C@@H]1CCCCO[C@@H](CN(C)C(=O)Nc2ccc(F)cc2)[C@@H](C)CN([C@H](C)CO)C(=O)c2cc(NC(=O)CCCN(C)C)ccc2O1,-5
O=C(C[C@@H]1C[C@H]2c3cc(NC(=O)NC4CCCC4)ccc3O[C@H]2[C@H](CO)O1)NCc1ccc(Oc2ccccc2)cc1,-5
C[C@@H]1CN([C@H](C)CO)C(=O)c2cc(NC(=O)Nc3ccccc3)ccc2O[C@H]1CN(C)S(=O)(=O)c1ccccc1,0
C[C@@H]1CN([C@H](C)CO)C(=O)c2cc(/C=C/c3ccccc3)cnc2O[C@@H]1CN(C)C(=O)Nc1ccc(C(F)(F)F)cc1,-4

# Next section
SMILES,NSD2 inh
COc1ccc(NC(=O)Nc2ccc3c(c2)CC(=O)N([C@@H](C)CO)C[C@H](C)[C@H](CN(C)C)O3)cc1,1
C[C@H](CO)N1C[C@H](C)[C@H](CN(C)S(C)(=O)=O)Oc2cc(-c3ccncc3)ccc2S1(=O)=O,1
CC(=O)N(C)C[C@@H]1Oc2ncc(-c3cccnc3)cc2C(=O)N([C@H](C)CO)C[C@H]1C,5
C[C@@H]1CCCCO[C@H](CN(C)C(=O)Cc2ccccc2)[C@@H](C)CN([C@@H](C)CO)C(=O)c2cc(NS(=O)(=O)c3ccc(Cl)cc3)ccc2O1,0
C[C@H](CO)N1C[C@H](C)[C@H](CN(C)C(=O)Nc2ccc(F)cc2)Oc2ccc(NC(=O)NC3CCCCC3)cc2C1=O,2
COc1ccc(NC(=O)N(C)C[C@H]2OCCCC[C@@H](C)Oc3ccc(NC(=O)Nc4cccc5ccccc45)cc3C(=O)N([C@@H](C)CO)C[C@H]2C)cc1,-9
C[C@H](CO)N1C[C@H](C)[C@H](CN(C)C(=O)Nc2ccccc2)Oc2ccc(NS(=O)(=O)c3ccc(F)cc3)cc2CC1=O,0
C[C@@H]1CN([C@H](C)CO)S(=O)(=O)c2ccc(C#Cc3cccc(F)c3)cc2O[C@@H]1CN(C)CC1CC1,3
CC1(C)[C@H]2CC=C(/C=N\NC(=O)c3ccccn3)[C@@H]1C2,13
COC(=O)CCCCCCC(=O)N/N=C/c1ccccc1Br,-3
C[C@@H]1CN([C@H](C)CO)C(=O)c2cc(C3=CCCCC3)cnc2O[C@@H]1CN(C)C(=O)Nc1ccccc1,-8
Cc1noc(C)c1S(=O)(=O)Nc1ccc2c(c1)C(=O)N([C@@H](C)CO)C[C@H](C)[C@@H](CN(C)C)O2,-2
CCCNC(=O)N(C)C[C@@H]1Oc2ncc(-c3cccc(C#N)c3)cc2C(=O)N([C@H](C)CO)C[C@H]1C,-1
COc1ccc(NC(=O)N(C)C[C@@H]2Oc3ccc(NC(=O)Nc4ccc5c(c4)OCO5)cc3C(=O)N([C@@H](C)CO)C[C@H]2C)cc1,-1
C[C@H](CO)N1C[C@H](C)[C@@H](CN(C)C(=O)CCCN(C)C)OCCCC[C@H](C)Oc2ccc(NS(=O)(=O)c3ccccc3)cc2C1=O,3
Cc1nc2c(OCc3ccccc3)cccn2c1CC#N,-2
COc1ccc(NC(=O)Nc2ccc3c(c2)C(=O)N([C@@H](C)CO)C[C@@H](C)[C@H](CN(C)C(=O)c2ccccc2)OCCCC[C@@H](C)O3)cc1,-6
C[C@@H]1CCCCO[C@H](CN(C)S(=O)(=O)c2ccc(Cl)cc2)[C@@H](C)CN([C@@H](C)CO)C(=O)c2cc(NC(=O)Nc3ccccc3)ccc2O1,-3
C[C@H]1CN([C@@H](C)CO)C(=O)c2cc(NC(=O)Nc3cccc4ccccc34)ccc2O[C@@H]1CN(C)C(=O)NC1CCCCC1,1
C[C@H](O)[C@H](O)[C@@H](O)[C@@H](O)/C=N/NC(=O)CCCCCCC(=O)Nc1ccccc1O,-5
Cc1noc(C)c1S(=O)(=O)Nc1ccc2c(c1)CC(=O)N([C@H](C)CO)C[C@@H](C)[C@H](CN(C)Cc1ccc3c(c1)OCO3)O2,-3
C[C@@H]1CN([C@H](C)CO)C(=O)c2cc(C#CC3(O)CCCC3)cnc2O[C@@H]1CN(C)C(=O)Cc1ccncc1,2
CC(C)NC(=O)N(C)C[C@@H]1Oc2ncc(C#Cc3ccncc3)cc2C(=O)N([C@H](C)CO)C[C@H]1C,-2
C[C@H]1CN([C@@H](C)CO)C(=O)Cc2cc(NC(=O)Nc3ccccc3)ccc2O[C@@H]1CN(C)S(=O)(=O)c1ccc(Cl)cc1,5
C[C@H]1CN([C@@H](C)CO)C(=O)c2cc(C#Cc3ccccc3F)cnc2O[C@@H]1CN(C)S(=O)(=O)c1ccccc1F,1

# (list continues)
SMILES,NSD2 inh
C[C@H](CO)N1C[C@H](C)[C@@H](CN(C)Cc2ccncc2)Oc2c(NC(=O)Nc3ccccc3)cccc2C1=O,-7
C[C@@H]1CN([C@H](C)CO)C(=O)c2cc(N(C)C)ccc2O[C@@H](C)CCCCO[C@@H]1CN(C)C,6
C[C@H](CO)N1C[C@H](C)[C@@H](CN(C)Cc2ccncc2)Oc2ccc(NC(=O)C3CCCCC3)cc2CC1=O,-6
C[C@H](CO)N1C[C@H](C)[C@@H](CN(C)S(C)(=O)=O)Oc2cc(C#CCN(C)C)ccc2S1(=O)=O,0
O=C1NC(=O)C(C(CC(=O)c2ccccc2)c2ccccc2Br)C(=O)N1 (stereo not drawn),-2
C[C@H]1CN([C@@H](C)CO)C(=O)c2cc(NC(=O)C3CCCCC3)ccc2O[C@H]1CN(C)Cc1ccc(C(=O)O)cc1,13

# Pulled one by one from the list above (3):
SMILES,NSD2 inh
C[C@H](CO)N1C[C@H](C)[C@@H](CN(C)Cc2ccncc2)Oc2c(NC(=O)Nc3ccccc3)cccc2C1=O,-7
C[C@H](CO)N1C[C@H](C)[C@@H](CN(C)S(C)(=O)=O)Oc2cc(C#CCN(C)C)ccc2S1(=O)=O,0
C[C@H]1CN([C@@H](C)CO)C(=O)c2cc(NC(=O)C3CCCCC3)ccc2O[C@H]1CN(C)Cc1ccc(C(=O)O)cc1,13
